Bim-Bcl-B: disrupts Bim peptide binding to human Bcl-B; bead-based flow cytometry; inhibition, % at 10 µM; 190,000 compounds, 0.073% hits; AID 951;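 also: 0% = tracer peptide without compound and 100% = reference inhibitor peptide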
Target sequence (Q9HD36 whole entry, looked up): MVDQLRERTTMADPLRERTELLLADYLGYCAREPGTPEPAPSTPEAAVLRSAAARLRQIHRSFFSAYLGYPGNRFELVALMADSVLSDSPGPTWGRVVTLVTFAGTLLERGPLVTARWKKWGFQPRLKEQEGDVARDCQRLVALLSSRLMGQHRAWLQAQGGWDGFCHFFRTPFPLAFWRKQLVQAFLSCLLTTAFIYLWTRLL
Bcl-2 Bim block: human Bim-Bcl-2 interaction inhibition; P10415; Bead-based flow cytometry, Bim peptide-Bcl-2 binding; inhibition, % at 10 µM; 190,000 compounds, 0.06% hits; in the data active = inhibition above about 40%; inconclusive = no clear call, values can overlap the other calls;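 also: 0% = no compound wells with probe peptide and 100% = reference peptide inhibitor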
Target sequence (P10415 whole entry, looked up): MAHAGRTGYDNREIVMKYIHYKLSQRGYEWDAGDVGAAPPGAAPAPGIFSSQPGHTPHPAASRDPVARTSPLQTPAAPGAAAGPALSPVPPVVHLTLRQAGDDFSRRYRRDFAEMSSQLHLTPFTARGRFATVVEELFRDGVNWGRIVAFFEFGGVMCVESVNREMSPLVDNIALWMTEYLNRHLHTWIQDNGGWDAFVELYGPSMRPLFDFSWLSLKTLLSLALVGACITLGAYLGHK
Bim-Bcl-XL: disrupts Bim peptide binding to human Bcl-XL | Q07817 | bead flow cytometry, fluorescence | inhibition, % at 10 µM | 190,000 compounds, 0.04% hits
RGS8-Gao: regulators of human RGS8-Galphao interaction; P09471; multiplexed bead flow cytometry, RGS8-Galphao binding; actives lie on both sides; response (percent of control binding), % at 10 µM; 220,000 compounds, 0.34% hits; AID 1423; in the data active = response below about 60% or above about 140%; inactive = in between;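 also: Galphao activated as the GDP aluminium fluoride complex binding bead-coupled RGS8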
Target sequence (P09471 whole entry, looked up): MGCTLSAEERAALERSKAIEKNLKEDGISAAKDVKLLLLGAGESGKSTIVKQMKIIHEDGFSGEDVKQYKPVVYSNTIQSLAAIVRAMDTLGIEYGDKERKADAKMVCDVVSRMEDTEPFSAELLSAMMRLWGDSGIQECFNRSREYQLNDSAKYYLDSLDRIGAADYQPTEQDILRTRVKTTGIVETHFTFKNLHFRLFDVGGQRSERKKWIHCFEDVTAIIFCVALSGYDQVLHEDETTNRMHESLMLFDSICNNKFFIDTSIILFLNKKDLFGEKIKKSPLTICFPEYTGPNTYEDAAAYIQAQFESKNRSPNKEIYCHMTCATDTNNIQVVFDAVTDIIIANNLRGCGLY
RGS4-Gao reg: modulates binding of RGS4 to human Galphao; binding response (% of control), % at 10 µM; AID 1415; P09471; Multiplexed bead flow cytometry; actives lie on both sides; 220,000 compounds, 0.33% hits; in the data active = binding response below about 49% or above about 150%; inactive = in between;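 also: fluorescent Galphao activated with aluminum fluoride binding bead-coupled RGS4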
ABCB1 block: blocks JC-1 efflux by human ABCB1 transporter | P08183 | CCRF-Adr cells, flow cytometry | inhibition, % at 6.6 µM | 190,000 compounds, 0.067% hits; in the data active = inhibition above about 40%;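 also: 0% = vehicle and 100% = reference inhibitor; higher value means more JC-1 retained so stronger ABCB1 efflux block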
RGS7-Gao reg: regulators of human RGS7-Galphao interaction; AID 1439; binding response (% of control), % at 10 µM; Multiplexed bead flow cytometry, RGS7-Galphao binding; actives lie on both sides; P09471; 220,000 compounds, 0.35% hits; in the data active = binding response below about 49% or above about 150%; inconclusive = no clear call, values can overlap the other calls; inactive = in between;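 also: fluorescent Galphao held in activated GDP-AlF4 state binding bead-coupled RGS7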
Bim-Bfl-1: disrupts Bim binding to human Bfl-1; Bead-based flow cytometry, Bim-Bfl-1 binding inhibition; inhibition, % at 10 µM; 190,000 compounds, 0.12% hits; AID 1008;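 also: 0% = wells without compound plus tracer and 100% = blocker peptide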
Bcl-W Bim block: disrupts Bim peptide binding to human Bcl-W; Q92843; bead-based flow cytometry; inhibition, % at 10 µM; 190,000 compounds, 0.02% hits; AID 952;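 also: 0% = bound tracer without compound and 100% = peptide blocker; higher means less fluorescent Bim peptide bound to Bcl-W beads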
Target sequence (Q92843 whole entry, looked up): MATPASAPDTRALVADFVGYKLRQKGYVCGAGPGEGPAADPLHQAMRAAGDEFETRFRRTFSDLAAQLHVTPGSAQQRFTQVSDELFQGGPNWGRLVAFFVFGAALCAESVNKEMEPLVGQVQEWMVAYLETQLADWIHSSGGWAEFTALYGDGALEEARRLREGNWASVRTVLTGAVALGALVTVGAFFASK
GSH fluor: GSH bead compound fluorescence profile; GSH beads flow cytometry, compound fluorescence 488/530 nm; stronger effect = higher value; 190,000 compounds, 0.25% hits; fluorescence (KMESF) at 10 µM; in the data active = fluorescence above about 89;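 also: glutathione beads carrying GST-tagged Bcl family fusion proteins plus one bare bead set; values are compound well signal with DMSO vehicle wells as background; inactives centre near 16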
ABCG2 inh: blocks JC-1 efflux by human ABCG2 transporter; Q9UNQ0; IgMXP3 cells, flow cytometry; inhibition, % at 6.6 µM; 190,000 compounds, 0.1% hits;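 active = inhibition above 80%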;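 also: 0% = DMSO and 100% = nicardipine control wells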
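Measure – % inhibition of efflux relative to nicardipine and DMSO · Test system – ABCG2 IgMXP3 and barcoded ABCB1 CCRF-Adr cell mix · Control set – nicardipine as high control, DMSO as low control · Compound – one concentration, 6.6 µM final · Signal – flow cytometry of retained JC-1 fluorescence · Timing – 10 min exposure at 25 °C with rotation, no wash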
Starred values were filed as active, the others as inactive; ? = inconclusive. Rule as the data show it, unless noted: active = inhibition above about 40%.

item	Compound	ABCB1 block	Bim-Bcl-XL	ABCG2 inh	GSH fluor	Bim-Bfl-1	RGS4-Gao reg	Bim-Bcl-B	Bcl-W Bim block	RGS7-Gao reg	Bcl-2 Bim block	RGS8-Gao
1	O=C/C(=C\Nc1ccccn1)c1nc2ccccc2o1	-0.3	-3	-1	16	0	99	-7	-3	102	0	100
2	Cc1cccc(C)c1OCc1nnc(SCC(=O)NCc2ccccc2)o1	0.4	-13	5	33	-20	101	-15	-4	98	-12	100
3	CC(C)OCc1c(C(=O)Nc2nccs2)oc2ccccc12	1.0	3	6	18	9	106	7	5	100	11	99
4	Cc1ccc(Cn2c(=O)c3c(nc4n3CCCN4Cc3ccccc3)n(C)c2=O)cc1	4.1	-11	6	56	-7	103	-3	3	101	-1	101
5	Cc1cc(Nc2ccc(Br)cc2F)n2nc(C)nc2n1	0.2	19	3	11	8	100	12	10	99	7	101
6	CN(C)c1nc2n(c(=O)n1)CCS2	0.9	-6	5	59	-13	97	-7	0	97	-6	100
7	CCC(C)(C)n1nnnc1CN(Cc1ccc(Cl)cc1)Cc1ccco1	7.2	1	37	11	-7	100	-3	3	102	0	99
8	CCOC(=O)c1c2ccc(OCC(=O)NN)cc2n2ccccc12	-0.4	2	-1	9	1	104	-1	3	104	-1	106
9	O=C(CS(=O)(=O)c1cn(Cc2ccc(Cl)cc2)c2ccccc12)N1CCCCC1	-2.3	-5	-5	19	-10	99	-3	2	96	-8	102
10	Cc1ccc(/C=N/NC(=O)c2ccc(Br)o2)s1	0.7	-3	5	8	0	103	-3	0	109	0	102

New compounds follow.
item	Compound	ABCB1 block	Bim-Bcl-XL	ABCG2 inh	GSH fluor	Bim-Bfl-1	RGS4-Gao reg	Bim-Bcl-B	Bcl-W Bim block	RGS7-Gao reg	Bcl-2 Bim block	RGS8-Gao
11	CC(=O)Nc1ccc(-c2nnc(SCC(=O)Nc3ccc4c(c3)oc3ccccc34)n2C)cc1	-0.8	-1	-2	9	0	99	0	1	100	0	97
12	CC(C)CC(OC(=O)c1cccs1)C(=O)NCc1cccs1 (stereo not given)	0.8	-3	4	7	0	107	2	0	98	0	103
13	Cc1ccc(C(=O)Nc2ccccc2Sc2ccccc2)cc1	0.7	-7	19	11	-4	97	-5	-5	103	-8	100
14	CC(C)OCCCNC(=O)c1ccc2c(=O)n(Cc3ccc4c(c3)OCO4)c(=S)[nH]c2c1	-1.9	0	-8	14	6	110	0	1	104	4	110
15	CC(C)Sc1nc(N2CCOCC2)c2c3c(sc2n1)COC(C)(C)C3	0.7	-5	4	39	-14	98	-14	-2	93	-11	102
16	CN(C)CCCN(C(=O)c1ccc2c(c1)CCCC2)c1nc2ccc(F)cc2s1	2.4	-9	4	20	-7	103	-11	-4	103	-5	102
17	CN(C)c1ccc(/C=C2/SC(=O)N(CCN=C3NS(=O)(=O)c4ccccc43)C2=O)cc1	-0.1	50*	6	0	48*	92	92*	71*	92	91*	97
18	CC(C)OC(=O)c1cccc(C(=O)OCc2ccco2)n1	0.2	-6	21	19	-14	102	-6	0	102	-12	102
19	CC1(C(=O)OCC(=O)Nc2ccc(C(N)=O)cc2)CC1(Cl)Cl (stereo not given)	-0.1	0	5	12	-4	101	-1	1	?	-3	99
20	CCCCNC(=O)CN1C(=O)C(CC)Oc2ccc(Cl)cc21 (stereo not given)	0.8	-14	7	32	-24	90	-13	-5	105	-8	97

Going on with the list.
item	Compound	ABCB1 block	Bim-Bcl-XL	ABCG2 inh	GSH fluor	Bim-Bfl-1	RGS4-Gao reg	Bim-Bcl-B	Bcl-W Bim block	RGS7-Gao reg	Bcl-2 Bim block	RGS8-Gao
21	Cc1cc(C(F)F)n2ncc(C(=O)NCc3ccccc3F)c2n1	-0.4	-5	-4	11	1	96	-6	0	96	1	96
22	CN(C)/C=C/C=C1C(=O)CCCC1=O	-0.3	0	-1	17	3	115	1	1	106	0	128
23	COc1ccc(-c2nn(-c3ccccc3)cc2/C=C\C(=O)N2CCOCC2)cc1[N+](=O)[O-]	8.7	-2	33	16	-3	100	-1	-2	?	-4	99
24	Cc1nc(N2CCN(C)CC2)c2c(C)c(C(=O)Nc3ccc(C)c(F)c3)sc2n1	6.8	-11	37	36	-6	107	-1	-2	104	-7	118
25	CC(C)[N+](C)(C)CC(O)CN(c1ccccc1)c1ccccc1 (stereo not given)	0.1	-3	1	11	-4	102	-4	-2	102	-3	102
26	Nc1c2c(nc3sc4c(c13)CCCCC4)CCCCC2	0.2	-2	27	14	-4	107	-7	-1	108	-16	114
27	COc1ccccc1-n1ccnc1SCC(=O)NCc1ccco1	1.5	-3	3	12	-5	102	-8	0	102	-1	103
28	CCN(CC)S(=O)(=O)c1ccc(C(=O)NCCN2C(=O)S/C(=C\c3cccnc3)C2=O)cc1	1.0	0	4	13	-7	99	-5	0	?	-6	98
29	COCC(=O)N1CCCC(C(=O)c2ccc(Oc3ccccc3)cc2)C1 (stereo not given)	0.8	-3	2	9	-5	92	-4	-2	91	-3	96
30	CC(C)C(=O)NC(=S)Nc1ccc(CN2CCOCC2)cc1	0.2	-1	-1	8	-5	93	-5	-4	95	0	97

The list continues:
item	Compound	ABCB1 block	Bim-Bcl-XL	ABCG2 inh	GSH fluor	Bim-Bfl-1	RGS4-Gao reg	Bim-Bcl-B	Bcl-W Bim block	RGS7-Gao reg	Bcl-2 Bim block	RGS8-Gao
31	Cc1nnc(NC(=O)CSc2nnc(-c3ccc(S(=O)(=O)N4CCCC4)cc3)n2C)s1	0.2	-9	7	18	-21	100	-8	-5	97	-13	101
32	COc1ccc(CN2CCNC(=O)C2CC(=O)N(C)Cc2ccncn2)c(OC)c1 (stereo not given)	-0.6	-3	-2	18	2	108	-3	-3	102	-1	106
33	Cc1ccc(-c2nnn(CC(=O)N(CC(=O)NCC3CCCO3)c3ccc(F)c(Cl)c3)n2)o1 (stereo not given)	0.7	0	4	14	0	92	2	-2	86	-2	95
34	O=C(COC(=O)C1CCN(S(=O)(=O)c2cccs2)CC1)c1cc2ccccc2o1	0.3	-7	4	33	-9	101	-7	-4	106	-8	98
35	CCc1cccc(CC)c1NC(=O)CN1CCN(c2ccccc2)CC1	0.5	-3	2	26	0	101	-6	0	98	-3	102
36	O=C(NCCc1cn2ccsc2n1)c1cccs1	-0.7	-5	1	20	-8	100	-6	0	99	-5	99
37	COc1ccc2nc(NC(=O)C3CCN(S(=O)(=O)c4cccs4)CC3)sc2c1	-0.1	0	1	35	-12	98	-6	-3	104	-12	105
38	O=C1c2cccc(OCc3ccc(F)cc3)c2CCN1Cc1ccc(F)cc1	1.3	-9	40	12	-5	104	-6	-6	102	-11	102
39	O=C(COc1ccccc1Cl)NC(=S)N1CCc2ccccc21	0.2	-1	1	11	0	102	-3	-1	99	-2	100
40	COc1ccc(OC)c2c(C)cc(N3CCN(C(=O)c4ccc(F)cc4)CC3)nc12	0.2	-2	2	14	0	102	0	0	100	-3	100

Remaining list, next part.
item	Compound	ABCB1 block	Bim-Bcl-XL	ABCG2 inh	GSH fluor	Bim-Bfl-1	RGS4-Gao reg	Bim-Bcl-B	Bcl-W Bim block	RGS7-Gao reg	Bcl-2 Bim block	RGS8-Gao
41	Cc1ccc2c(CC(=O)Nc3nc(C)cs3)coc2c1	0.4	-2	4	23	0	102	0	-2	103	2	108
42	COc1cc(/C=N/NC(=O)CNC(=O)c2ccccc2)ccc1OC(=O)c1cccs1	1.1	-4	6	18	-2	103	-4	-3	105	-2	101
43	CCCCNC(=O)c1onc(CSc2cc(C)cc(C)c2)c1C(=O)O	1.2	-12	4	36	-15	97	-10	-1	93	-10	98
44	COc1ccc(/C=C(\NC(=O)c2ccccc2)C(=O)NNC(=O)CCN2CCOCC2)cc1	1.0	-2	3	25	-5	99	-5	-2	99	-1	101
45	O=C(NCc1ccc(-n2cccc2)cc1)c1cccc(F)c1	0.1	0	2	10	-6	103	0	-1	104	-5	103
46	O=c1cc(-c2ccccc2)nc2nc(SCc3ccccc3)[nH]n12	2.0	-1	8	19	1	102	-5	-1	99	0	100
47	CCCC(=O)OCC(=O)Nc1ccccc1Sc1ccccc1	0.6	-4	13	18	0	99	-2	-3	99	-2	101
48	CCOc1ccc(N=c2cc(-c3ccc(OC)cc3)oc3ccccc23)cc1	2.3	-6	13	11	0	100	-6	-2	103	-4	104
49	Cc1nn(C)c(Cl)c1C(=O)NCC(=O)O	0.0	0	0	15	5	102	1	-1	101	1	102
50	COCCCn1c(SCC(=O)OC2CCCCC2)nnc1-c1cccs1	0.8	-4	7	17	-6	92	-5	0	91	-9	81

Further structures
item	Compound	ABCB1 block	Bim-Bcl-XL	ABCG2 inh	GSH fluor	Bim-Bfl-1	RGS4-Gao reg	Bim-Bcl-B	Bcl-W Bim block	RGS7-Gao reg	Bcl-2 Bim block	RGS8-Gao
51	CCc1ccc(C(=O)COC(=O)C(Cc2ccccc2)NC(=O)C2CCC(C)CC2)cc1 (stereo not given)	0.4	0	6	12	0	101	2	-1	101	3	102
52	COc1cc(CNC2CCCCC2)c(Br)cc1OC1CCCC1	2.8	-1	3	19	-4	96	-1	1	?	2	99
53	CCC(C)NS(=O)(=O)c1ccc(NS(=O)(=O)c2ccccc2[N+](=O)[O-])cc1 (stereo not given)	0.2	-1	2	11	2	100	-1	-2	96	-4	99
54	CCOc1cccc(/C(O)=C2/C(=O)C(=O)N(CCOC)C2c2ccncc2)c1 (stereo not given)	0.2	-12	1	31	-15	110	-12	-5	107	-13	105
55	CCOc1ccccc1N1CCN(S(=O)(=O)c2ccc(Cl)s2)CC1	0.3	-3	3	26	-19	100	-10	2	100	-15	102
56	CCOc1ccc(CCNC(=O)C2CCC(=O)N2C2CCCCC2)cc1OCC (stereo not given)	1.4	-6	3	33	-15	99	-9	0	102	-11	101
57	Cc1ccccc1C(CC(=O)c1cccs1)C(C#N)C#N (stereo not given)	0.5	-3	2	13	-3	99	-3	0	102	-4	102

Entries listed so far containing fluorine:
item	Compound	ABCB1 block	Bim-Bcl-XL	ABCG2 inh	GSH fluor	Bim-Bfl-1	RGS4-Gao reg	Bim-Bcl-B	Bcl-W Bim block	RGS7-Gao reg	Bcl-2 Bim block	RGS8-Gao
5	Cc1cc(Nc2ccc(Br)cc2F)n2nc(C)nc2n1	0.2	19	3	11	8	100	12	10	99	7	101
16	CN(C)CCCN(C(=O)c1ccc2c(c1)CCCC2)c1nc2ccc(F)cc2s1	2.4	-9	4	20	-7	103	-11	-4	103	-5	102
21	Cc1cc(C(F)F)n2ncc(C(=O)NCc3ccccc3F)c2n1	-0.4	-5	-4	11	1	96	-6	0	96	1	96
24	Cc1nc(N2CCN(C)CC2)c2c(C)c(C(=O)Nc3ccc(C)c(F)c3)sc2n1	6.8	-11	37	36	-6	107	-1	-2	104	-7	118
33	Cc1ccc(-c2nnn(CC(=O)N(CC(=O)NCC3CCCO3)c3ccc(F)c(Cl)c3)n2)o1 (stereo not given)	0.7	0	4	14	0	92	2	-2	86	-2	95
38	O=C1c2cccc(OCc3ccc(F)cc3)c2CCN1Cc1ccc(F)cc1	1.3	-9	40	12	-5	104	-6	-6	102	-11	102
40	COc1ccc(OC)c2c(C)cc(N3CCN(C(=O)c4ccc(F)cc4)CC3)nc12	0.2	-2	2	14	0	102	0	0	100	-3	100
45	O=C(NCc1ccc(-n2cccc2)cc1)c1cccc(F)c1	0.1	0	2	10	-6	103	0	-1	104	-5	103

Screening results: PubChem, NMMLSC
